Bioassay records from PubChem.
CTSL1 counter – cathepsin L1 inhibition, PFM18AAP counter-screen | recombinant F. hepatica cathepsin L1, Z-Leu-Arg-MCA fluorescence | inhibition, % at 5.96 µM | 0.49% of 300,000 active;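 active = inhibition above the mean of all tested compounds plus 3 SD, set per screening campaign, cut at about 17% in these data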;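 also: 0% = plate median of test compound wells and 100% = 1 µM Z-Phe-Ala-diazomethylketone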
core dimer inh – HCV core protein dimerization inhibition; TR-FRET GST/Flag-core106 dimerization, 1536-well; AID 1899; 0.33% of 300,000 active; inhibition, % at 5 µM;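 active = inhibition above the mean of all tested compounds plus 3 SD, set per screening campaign, cut at about 45% in these data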
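Assay system: Tagged HCV core106 pair (GST and Flag) | Buffer or medium: KF-containing HEPES buffer, pH 7.45, DTT, CHAPS, BSA | Also added: Eu donor and XL665 acceptor anti-tag antibodies | Dosing: One concentration, 5 µM, in 0.5% DMSO | Timing: 4 h at 22.5 °C | Technique: TR-FRET 671 and 617 nm emission | Repeats: Singlicate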
PP1 counter – counter-screen for PP5 inhibitors: inhibitors of human PP1-alpha; 0.9% of 320,000 active; purified PP1alpha, OMFP fluorescence; AID 2235; P62136; inhibition, % at 6.7 µM;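 active = inhibition above the mean inhibition of all tested compounds plus 3 SD, computed separately for each screening campaign, cut at about 15% in these data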
Target sequence (P62136 whole entry, looked up): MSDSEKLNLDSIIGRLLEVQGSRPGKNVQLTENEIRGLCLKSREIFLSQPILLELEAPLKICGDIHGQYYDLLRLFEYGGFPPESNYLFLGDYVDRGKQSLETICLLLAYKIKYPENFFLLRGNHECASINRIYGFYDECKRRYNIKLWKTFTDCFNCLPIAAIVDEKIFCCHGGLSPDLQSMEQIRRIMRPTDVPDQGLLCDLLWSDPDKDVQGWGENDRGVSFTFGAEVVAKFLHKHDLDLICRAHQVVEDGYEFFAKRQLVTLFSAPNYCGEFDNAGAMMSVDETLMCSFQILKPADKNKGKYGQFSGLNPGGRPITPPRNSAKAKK
GASC-1 inh – blocks human GASC-1 demethylase activity. AID 2099. inhibition, % at 2.35 µM. GST-JMJD2C(1-420) H3K9me3 demethylation, DELFIA europium. Q9H3R0. 0.069% of 330,000 active;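 active = more than half of a compound's replicate wells show inhibition beyond 50%, single wells judged on their own value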;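 also: signal counts dimethyl H3K9 product captured on neutravidin plate; 0% = median of DMSO wells and 100% = 0.3 times that DMSO median; strong numbers were not always called active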
EBNA-1 inhibitor – blocks EBNA-1 binding to DNA; EBNA-1 DNA binding, fluorescence polarization; inhibition, % at 14.8 µM; 0.34% of 300,000 active; AID 1950; in the data active = inhibition above about 28%
Yeast superoxide – lowers age-related superoxide in aged yeast cells; S. cerevisiae aged cells, superoxide DHE fluorescence; stronger effect = lower value; superoxide response (% of plate mean), % at 10 µM; 0.18% of 330,000 active;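 active = superoxide response under a set limit, about three screen SD below normal, cut at about 65% in these data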;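 also: yeast aged for seven days with compound at 30 °C before DHE staining; 100% = average MFI of all compound-treated wells on the plate with controls excluded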
TPT1 inhibitor – inhibitors of Candida albicans tRNA 2'-phosphotransferase TPT1. recombinant caTPT1, FP RNA substrate dephosphorylation. inhibition, % at 5 µM. 0.81% of 300,000 active;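 active = inhibition above the mean of all tested compounds plus 3 SD, set per screening campaign, cut at about 24% in these data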;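 also: plate controls were DMSO alone for no effect and ferristatin control at 100 nM for full effect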
PP5 primary – PP5 (human) phosphatase inhibition; P53041; AID 1987; inhibition, % at 6.7 µM; 0.18% of 320,000 active; purified PP5c, OMFP substrate fluorescence;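 active = inhibition above the campaign's mean inhibition across all tested compounds plus 3 SD, cut at about 9.5% in these data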;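 also: 0% = DMSO only and 100% = 100 µM cantharidin control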
Target sequence (P53041 whole entry, looked up): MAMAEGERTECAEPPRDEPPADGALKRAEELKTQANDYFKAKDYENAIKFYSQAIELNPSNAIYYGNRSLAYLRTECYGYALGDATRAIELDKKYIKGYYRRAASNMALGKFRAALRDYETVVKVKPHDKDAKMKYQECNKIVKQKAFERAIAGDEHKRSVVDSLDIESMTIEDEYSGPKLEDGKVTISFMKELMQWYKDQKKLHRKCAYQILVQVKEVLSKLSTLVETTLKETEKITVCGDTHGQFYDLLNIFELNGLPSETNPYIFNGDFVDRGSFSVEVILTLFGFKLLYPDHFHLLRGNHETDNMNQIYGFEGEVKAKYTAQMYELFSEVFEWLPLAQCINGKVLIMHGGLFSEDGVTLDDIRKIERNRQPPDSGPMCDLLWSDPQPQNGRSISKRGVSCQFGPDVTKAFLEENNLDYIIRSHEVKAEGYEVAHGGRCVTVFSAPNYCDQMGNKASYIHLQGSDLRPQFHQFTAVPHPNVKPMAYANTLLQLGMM
ZTA DNA inh – counter-screen for EBNA-1 inhibitors: inhibitors of Epstein-Barr virus ZTA | 0.15% of 320,000 active | inhibition, % at 11 µM | ZTA-DNA binding, fluorescence polarization | P03206; in the data active = inhibition above about 33%
Target sequence (P03206 whole entry, looked up): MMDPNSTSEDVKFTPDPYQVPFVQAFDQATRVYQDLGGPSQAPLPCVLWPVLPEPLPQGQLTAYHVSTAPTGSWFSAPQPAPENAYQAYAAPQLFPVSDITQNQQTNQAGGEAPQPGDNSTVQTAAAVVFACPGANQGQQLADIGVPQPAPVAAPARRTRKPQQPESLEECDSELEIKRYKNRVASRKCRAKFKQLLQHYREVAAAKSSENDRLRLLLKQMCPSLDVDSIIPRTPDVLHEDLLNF
* = called active by the depositor; . = no result given; & = joins results of further samples.

SMILES	CTSL1 counter	core dimer inh	PP1 counter	GASC-1 inh	EBNA-1 inhibitor	Yeast superoxide	TPT1 inhibitor	PP5 primary	ZTA DNA inh
COc1ccc(NC(=O)CCC(=O)Nc2nnc(C3CCCCC3)s2)c(OC)c1	2	11	-2	-8	14	109	1	0.8	9
O=C(O)CSCNC(=O)C12CC3CC(CC(C3)C1)C2	-4	-1	2	-27	4	117	-3	0.5	16
O=c1c2cc(Br)ccc2nc(-c2ccccc2)n1O	1	-4	1	1	-3	112	-6	0.4	-27
Cn1c(CC(=O)Nc2ccccc2)c(Sc2ccccc2)c2ccccc21	0	-1	3	1	9	125	4	3.7	2
Cc1ccc(NC(=O)C(=Cc2ccc(C(=O)O)cc2)C(=O)Nc2ccc(C)cc2C)c(C)c1	2	6	-1	-2	10	99	-4	0.1	32
O=C(N/N=C/c1cccc([N+](=O)[O-])c1)c1ccc2nc[nH]c2c1	-2	0	-2	3	-13	107	0	4.4	-8
Cc1ccc(S(=O)(=O)C2CCOC2=O)cc1 (stereo not drawn)	1	-7	4	0	-7	108	2	1.9	-30
CCCCn1nnc(NC(=O)c2ccco2)n1	-2	-4	-2	-2	-1	91	-4	3.2	2
Cc1cc([N+](=O)[O-])nn1CC(=O)Nc1cnc2ccccc2c1	-3	3	2	2	7	92	0	-2.6	12
O=C1C=C(c2cccc(CO)c2)C[C@@H](c2ccc(F)cc2)C1	.	.	-3	1	.	100	.	0.7	2
COc1ccccc1OCCCCn1ncc2ccc(OC)c(OC)c2c1=O	5	-2	-1	4	10	83	-4	-2.0	-12
Cc1ccc(CN2CCN(C(=O)CCC(=O)Nc3nnc(C(C)C)s3)CC2)c(C)c1	10	-10	-1	-1	0	91	-4	-1.8	-25
CC(=O)CSc1nnc(-c2ccc(S(=O)(=O)N3CCCC3)cc2)n1C	16	-21	3	2	-9	104	-1	-0.2	-10
COCCn1c(SCC(=O)Nc2ccccc2)nnc1-c1ccoc1C	-2	-6	0	-18	-11	102	2	1.6	-1
COc1ccccc1NC(=O)Cn1cc(C(=O)c2ccco2)c2ccccc21	2	5	-1	-1	11	98	-2	1.0	12
CC(C)Oc1ccc(C(=O)Nc2ccc(N3CCN(C(=O)c4ccco4)CC3)cc2)cc1	1	5	3	7	4	102	2	3.0	0
CN1CCN(C(=O)/C(=C/c2cccnc2)NC(=O)c2cccc(Br)c2)CC1	1	-8	-6	-24	0	104	1	-5.2	-11
CCOC(=O)c1ccc(NC(=O)c2nc[nH]c2C(=O)NCCCCNC(=O)c2[nH]cnc2C(=O)Nc2ccc(C(=O)OCC)cc2)cc1	.	.	-1	-3	.	85	.	-0.6	-3
CCc1cc2c(=O)[nH]c(N3CCOCC3)nc2s1	2	-2	-3	5	5	90	-3	0.0	-8
O=C(CN1CCN(S(=O)(=O)c2ccc(Br)cc2)CC1)N/N=C/c1ccncc1	2	3	1	-12	-8	116	1	-1.5	-9
COC(=O)C(C)Nc1cccc(Br)c1 (stereo not drawn)	0	-1	-2	-9	-1	86	0	3.5	-14
CSc1ccc(CN(C)C(=O)C23CC4CC(CC(Cl)(C4)C2)C3)cc1	1	16	-2	2	4	103	1	1.1	6
CCN(CCCNC(=O)c1[nH]c(C)c(C(C)=O)c1C)c1cccc(C)c1	5	1	-4	6	-1	76	-1	-1.3	0
COc1ccc(OC)c(NC(=S)NCc2ccccc2OC)c1	4	4	-1	10	7	90	-15	-0.6	0
CN(C)c1ccc(-c2noc(C3CCN(S(=O)(=O)c4cccc(Cl)c4)CC3)n2)cc1	-2	16	0	.	4	110	1	-0.5	15
(more compounds)
SMILES	CTSL1 counter	core dimer inh	PP1 counter	GASC-1 inh	EBNA-1 inhibitor	Yeast superoxide	TPT1 inhibitor	PP5 primary	ZTA DNA inh
COc1ccc(S(=O)(=O)NCC(=O)Nc2ccc(F)cc2)cc1	.	.	-4	-4	.	100	.	0.1	5
CC(NC(=O)c1ccc(=O)oc1)c1ccccc1 (stereo not drawn)	5	2	-2	7	5	89	0	0.2	9
Cc1ccc(CON=C2CCN(c3ncc(C(F)(F)F)cc3Cl)CC2)cc1	2	-4	-4	2	0	106	-4	-3.2	7
COCCCNC(=O)CC(NS(=O)(=O)c1ccc(Cl)cc1)c1ccc(OC)cc1 (stereo not drawn)	9	2	1	-18	-9	137	2	-1.0	-4
O=C1NC(c2ccc(Br)cc2)Nc2sc3c(c21)CCC3 (stereo not drawn)	2	11	8	-2	-1	94	5	1.2	-21
CC(C)(C)c1ccc(OCCC(=O)NNC(=O)c2ccncc2)cc1	4	-6	0	3	-13	115	-1	1.5	-5
O=C(Nc1nc2c(F)cccc2s1)C1CC1	-3	-9	3	-2	-5	112	2	-0.4	-3
N#C/C(=N\O)c1nc2ccccc2[nH]1	-2	-2	1	6	7	98	6	2.6	-1
Cc1cc(NC(=O)CSc2nc3c(c(-c4cccnc4)c2C#N)CCC3)no1	-1	-1	-3	-32	3	90	0	1.5	4
COc1ccc(C(=O)OCC(=O)Nc2cc(C)on2)cc1S(=O)(=O)N1CCOCC1	-3	-2	-2	-26	7	98	-3	-1.6	0
CC(OC(=O)c1oc2ccccc2c1CSC1CCCCC1)C(=O)NC(N)=O (stereo not drawn)	2	6	5	-2	6	107	-1	3.5	-14
COc1ccc(CCNC(=O)C2CCN(S(=O)(=O)c3ccc(F)cc3)CC2)cc1	1	12	-1	2	1	105	-4	2.1	10
COc1ccc(C(=O)NC(=S)N2CCN(c3ccccc3OC)CC2)cc1	-2	-3	0	6	-19	78	1	-1.5	8
COC(=O)CC1=C(C)C(=O)CC2C(C)(C)CCCC12C (stereo not drawn)	1	-5	-2	9	1	97	-6	-2.7	-8
COc1ccc(CNC(=O)c2ccc3c(=O)n(CCCN4CCCC4=O)c(=S)[nH]c3c2)cc1	0	0	-2	5	0	97	0	0.6	-11
COCCNC(=O)C1CCC(=O)N(c2ccc(OC)cc2)C1c1ccc(OC)c(OC)c1 (stereo not drawn)	12	-3	-1	3	-16	98	-1	-4.0	-2
CCCOc1cccc(C2C(C(=O)c3ccco3)=C(O)C(=O)N2c2nnc(C)s2)c1 (stereo not drawn)	3	5	0	-7	-2	98	-6	-1.8	-14
Cc1ccn(CCC(=O)O)n1	2	0	-7	4	0	105	-1	0.9	-6
O=C(CC(C(=O)O)c1ccc(Cl)cc1Cl)c1ccc(Cl)cc1 (stereo not drawn)	2	5	1	3	7	101	-1	3.3	33*
COc1cc(C)c(C(C)C)cc1S(=O)(=O)NC1CC(C)(C)NC(C)(C)C1	-3	-12	1	-3	-6	117	0	1.8	7
CCC(=O)Nc1ccc(S(=O)(=O)Nc2ncccn2)cc1	1	-5	-2	0	4	97	-2	-0.5	6
O=c1[nH]c(/C=C/c2cccc3ccccc23)nc2ccccc12	-2	14	3	-5	-2	105	9	-0.9	12
COCCN(C(=O)COC(=O)Cc1cccc(OC)c1)c1c(N)n(Cc2ccccc2)c(=O)[nH]c1=O	-6	-3	2	1	2	113	-3	-0.8	18
Cc1ccccc1CN(c1ccc(C(=O)Nc2ccccc2C(=O)N2CCCC2)cc1)S(C)(=O)=O	1	-2	-3	1	16	91	0	-2.1	13
O=C(CCC(=O)OCc1ccc([N+](=O)[O-])cc1)Nc1ccccc1Cl	-24	-10	-2	-4	4	92	1	-0.3	-18

Entries from the list above with an aryl thioether with sulfur outside any ring, in the order listed:
SMILES	CTSL1 counter	core dimer inh	PP1 counter	GASC-1 inh	EBNA-1 inhibitor	Yeast superoxide	TPT1 inhibitor	PP5 primary	ZTA DNA inh
Cn1c(CC(=O)Nc2ccccc2)c(Sc2ccccc2)c2ccccc21	0	-1	3	1	9	125	4	3.7	2
CC(=O)CSc1nnc(-c2ccc(S(=O)(=O)N3CCCC3)cc2)n1C	16	-21	3	2	-9	104	-1	-0.2	-10
COCCn1c(SCC(=O)Nc2ccccc2)nnc1-c1ccoc1C	-2	-6	0	-18	-11	102	2	1.6	-1
CSc1ccc(CN(C)C(=O)C23CC4CC(CC(Cl)(C4)C2)C3)cc1	1	16	-2	2	4	103	1	1.1	6
Cc1cc(NC(=O)CSc2nc3c(c(-c4cccnc4)c2C#N)CCC3)no1	-1	-1	-3	-32	3	90	0	1.5	4

Further compounds:
SMILES	CTSL1 counter	core dimer inh	PP1 counter	GASC-1 inh	EBNA-1 inhibitor	Yeast superoxide	TPT1 inhibitor	PP5 primary	ZTA DNA inh
CCOC(=O)C1(CCOc2ccccc2)CCN(Cc2cccc(-n3cccn3)c2)CC1	3	4	-2	-22	-1	99	-3	0.7	-7
COc1ccc(OC)c(C2=NOC(C(=O)Nc3c(C)n(C)n(-c4ccccc4)c3=O)C2)c1 (stereo not drawn)	-4	10	-5	6&1	-4	100	2	-4.4	14
CCOC(=O)C(=O)CC(=O)c1ccc2c(c1)OCCO2	2	-2	4	-10	10	89	1	2.6	-6
COc1ccc(C2C(C(C)=O)=C(O)C(=O)N2c2ccc(Br)cc2)cc1 (stereo not drawn)	4	-1	18*	1	-6	96	6	2.8	2
CCOc1cc(/C=C/c2cc(C(=O)O)c3ccccc3n2)ccc1O	1	-9	-1	7	1	99	1	1.1	15
O=C(NCCCN1CCOCC1)C1CCN(S(=O)(=O)c2ccccc2)CC1	0	0	-2	34	1	93	-1	1.0	8
C[C@H]1CN=C2N(CCNC(=O)CCC3CCCCC3)[C@H](Cc3ccc(O)cc3)CN21	0	-6	0	2	0	94	0	1.3	1
N#Cc1ccc(CSc2nnc(-c3cccnc3)o2)cc1	-1	-3	-4	7	-14	99	0	1.6	10
CC1(C)CC(=O)C2=C(C1)NCN(Cc1ccc3c(c1)OCO3)C2	1	-7	-2	0	3	95	3	0.6	1
CCOC(=O)C1CCN(C(=O)CN2C(=O)COc3ccc(C(C)(C)C)cc32)CC1	-4	5	-2	-15	-2	99	-3	1.3	3
COc1cccc2cc(C(=O)NCCc3ccccc3)c(=O)oc12	-4	11	-1	4	-13	100	9	2.3	2
CC(=O)c1c(C)[nH]c(C(=O)OCn2nnc3ccccc3c2=O)c1C	0	4	0	2	-8	124	2	5.8	0
COc1ccc(CNS(=O)(=O)c2ccc(NC(=O)N3CCCCC3)cc2)cc1	0	-8	-2	-4	1	103	-2	-1.7	3
CCc1nnc(SCC(=O)NCCC2=CCCCC2)nc1CC	-5	2	-2	-3	-3	120	-1	2.7	-21
CC(=O)N1C(=S)NC(=O)/C1=C1/C(=O)N(CC(=O)Nc2cccc(C)c2)c2ccccc21	-1	1	-2	1	-2	95	-1	-3.2	9
Cc1ccc(Nc2c(-c3ccccn3)nc3cc(C)ccn23)cc1	6	-3	40*	41	-9	84	0	5.0	7
c1ccc(CSc2nnc(-c3ccco3)n2Cc2ccccc2)cc1	-5	7	3	-2	10	82	-5	-0.4	17
COc1ccc2c(c1)CC/C(=C\C=C\c1ccccc1OC)C2=O	8	32	6	2	-5	82	0	0.0	0
CCCn1nc2cc(C(=O)NCc3ccc(C)cc3)ccc2c1OC	-4	-8	-3	5	-12	.	1	0.7	2
COc1cc(/C=C(/C#N)c2nc3ccccc3[nH]2)ccc1Oc1ncccc1[N+](=O)[O-]	0	6	4	3	-10	100	3	2.9	1
CC(C)Cc1nc(SCC(=O)NCc2ccccc2)n[nH]1	6	-13	-1	-20	8	90	1	-0.4	4
O=C(NC1CCCCC1)N1CCC(c2nc3ccccc3[nH]2)CC1	-1	-5	0	23	3	96	-1	3.5	-1
O=C(NCc1ccco1)c1ccc(=O)oc1	3	-1	-2	-5	2	91	-5	2.4	-9
O=C(O)CCC(=O)Nc1ccc(OCC2CCCO2)cc1 (stereo not drawn)	0	1	-4	3	-5	117	-1	-1.1	-4
Cc1ccc(S(N)(=O)=O)cc1NC(=O)/C=C/c1ccc2c(c1)OCO2	-4	2	-1	-8	-2	115	-3	2.8	-2
